Assay outcomes (PubChem)
RMI-FANCM inh: blocks RMI1/RMI2 complex binding to FANCM MM2 peptide. FP signal (polarization) at 33 µM. Fluorescence polarization, RMI core complex with F-MM2 peptide; active compounds read low. actives 0.58% (n = 70,000); in the data active means FP signal below about 40; further: inactives centre near 61; strong numbers were not always called active; unit not given here
The depositor's hits bear a star; & = joins results of further samples. An excerpt, so the mix of outcomes need not match the whole.

Compound | RMI-FANCM inh
O=C(Oc1ccc(Cl)cc1Cl)C1=Cc2cc(Cl)ccc2OC1 | 54
COc1ccc(CC(=O)NCc2nnc(SCC(=O)Nc3nc4ccccc4s3)n2-c2ccc(F)cc2)cc1 | 65
Cc1cccnc1N=Cc1cc(Cl)cc(Cl)c1O | 29*
CSc1cccc(NC(=O)Cn2nc3ccc(SC4CCCCC4)nn3c2=O)c1 | 90
Cc1ccc(C(C)C)c(OCC(=O)NS(=O)(=O)c2ccc(Br)cc2)c1 | 56
O=C(Cc1csc(-c2cccs2)n1)NNC(=O)c1ccc(Cl)cc1 | 55
COc1cc(Br)cc(C=NCCSCc2ccccc2Cl)c1O | 52
Cc1cccn2c(=O)c(C(=O)NCCCN3CC(C)CC(C)C3)c(O)nc12 (centres undefined) | 59
Cc1ccc(CSc2nc(CC(=O)Nc3ccc4c(c3)OCCO4)cs2)cc1 | 65
O=C(CSc1ccc2nnc(-c3ccccc3)n2n1)N1CCCc2ccccc21 | 86
N=c1c2cnn(-c3ccccc3)c2ncn1/N=C\c1ccc([N+](=O)[O-])cc1 | 39*
COc1ccc(N(C)CC(=O)O)c(C(=O)O)c1 | 60
COC(=O)c1ccc2nc(NC(=O)c3ccc(N(C)C)cc3)sc2c1 | -15*
O=C1COc2ccccc2N1Cc1nc(-c2ccc(F)cc2)no1 | 63
CCCN1C(=O)C(C)(C)COc2ccc(NC(=O)c3c(-c4ccccc4Cl)noc3C)cc21 | 71
Cc1ccc(C)c(NC(=O)C(=O)NCCN2CCOC(c3ccccc3)C2)c1 (centres undefined) | 71
Cc1ccc(C(C)C)c(OCC(O)CN2CCOCC2)c1 (centres undefined) | 64
Cc1cc(N2CCN(Cc3ccccc3)CC2)n2nc(C)nc2n1 | 60
COc1ccc(CCC(=O)NCCn2ncccc2=O)cc1 | 65
COc1ccc(NC(=O)Nc2cccc(-c3ccc(N4CCOCC4)nn3)c2)cc1OC | 76
O=c1oc2cc(OCC(O)Cn3cncn3)ccc2c2c1CCC2 (centres undefined) | 70
CCn1nc(C)cc1C(=O)Nc1cccc(Cl)c1Cl | 70
CC(C)(C)n1ncc2c(=O)n(NC(=O)c3cc4ccccc4o3)cnc21 | 54
Cc1cccc(NC(=O)Cc2csc(Nc3ccc(S(C)(=O)=O)cc3)n2)c1C | 64
CC(C)(C)NC(=O)NCC(c1cccs1)N1CCc2ccccc21 (centres undefined) | 49
CCOC(=O)c1sc(NC(=O)C2CC2)nc1-c1ccccc1 | 57
Cc1ccc(C)n1-c1cc([N+](=O)[O-])ccc1N1CCN(S(=O)(=O)c2cn(C)cn2)CC1 | 52
NC(=O)c1ccccc1NC(=O)C1CCN(c2ccc(-c3ccc(Cl)cc3)nn2)CC1 | 66
Cc1[nH]c2ccccc2c1C(C[N+](=O)[O-])c1ccc(Br)cc1 (centres undefined) | 64
N#Cc1cccc2cccc(Sc3ccccc3)c12 | 56

Sorted by the number under RMI-FANCM inh (lowest first): three of the compounds above
canonical_smiles	RMI-FANCM inh
COc1ccc(N(C)CC(=O)O)c(C(=O)O)c1	60
Cc1[nH]c2ccccc2c1C(C[N+](=O)[O-])c1ccc(Br)cc1 (centres undefined)	64
NC(=O)c1ccccc1NC(=O)C1CCN(c2ccc(-c3ccc(Cl)cc3)nn2)CC1	66

(further entries)
Compound | RMI-FANCM inh
Cc1cccc(NC(=O)C(=O)NCC(c2ccc3c(c2)CCCN3C)N(C)C)c1 (centres undefined) | 63
NC(=O)c1ccc(NC(=O)Cc2cn(Cc3ccc(Cl)cc3)c3ccccc23)cc1 | 75
O=C(Nc1nnc(-c2ccc3c(c2)OCCO3)o1)c1ccc2ncsc2c1 | 63
CS(=O)(=O)c1ccc2nc(N(Cc3cccnc3)C(=O)c3ccc4ccccc4c3)sc2c1 | 73
CN(C)C(CNC(=O)C(=O)Nc1nccs1)c1ccco1 (centres undefined) | 54
Cc1cc(C)c2sc(NC(=O)CN3C(=O)CCC3=O)nc2c1 | 62
Cc1ccc(-n2ncc3c(=O)n(NC(=O)C4CCCO4)cnc32)cc1C (centres undefined) | 51
CC(C)C(=O)N1c2ccccc2CC1C(N)=O (centres undefined) | 67
O=S(=O)(NCCOc1ccccc1)c1ccc(F)c(Cl)c1 | 60
C/C=C/C=N\Nc1nc(C)cc(=O)[nH]1 | 57
FC(F)(F)c1cc(N/N=C2\CCSc3sccc32)cc(C(F)(F)F)c1 | 45
CN(C)c1ccc(CCCNC(=O)Cc2cccs2)cc1 | 73
CCN1C(=O)CCc2cc(NC(=O)C3CCCO3)ccc21 (centres undefined) | 72
CS/C(Nc1ccc(C)c(F)c1)=C(\C#N)c1ccccn1 | 55
CC1=C(c2ccccc2)C(=O)NC1 | 64
COc1cccc2cc(-c3nnc(NC(=O)Cc4ccc(Cl)s4)o3)oc12 | 61
FC(F)(F)c1ccn(-c2nc(-c3ccccc3)ns2)n1 | 58&58
CCOC(=O)C1CCN(CC(=O)Nc2oc3ccccc3c(=O)c2-c2ccccc2)CC1 | 58
Cc1cc(-c2ccc(NC(=O)c3ccc(S(=O)(=O)N4CC(C)CC(C)C4)cc3)c(C)c2)ccc1NC(=O)c1ccc(S(=O)(=O)N2CC(C)CC(C)C2)cc1 (centres undefined) | 51
O=C(NCC1CCN(Cc2ccco2)CC1)C(=O)NC1CCCC1 | 69
O=C(Nc1nc2c(Cl)ccc(Cl)c2s1)c1ccc(F)cc1 | 63
O=C(Nc1ccc2c(c1)C(c1ccccc1)=Nc1ccc(NC(=O)c3ccc(Cl)cc3)cc1C(c1ccccc1)=N2)c1ccc(Cl)cc1 | 46
Cc1c(C(=O)Oc2ccc(Cl)cc2)n(C)oc1=O | 64
OC(COc1c(F)cc(Br)cc1F)CN1CCN(Cc2ccc3c(c2)OCO3)CC1 (centres undefined) | 66
O=C(Cc1ccc2c(c1)OCO2)Nc1ccc(-c2nc3ccccc3s2)c(O)c1 | 108
Cn1ncc2c(O/N=C(/N)c3cc(C(F)(F)F)cc(C(F)(F)F)c3)ncnc21 | 59
Cc1cc(=O)oc2c1C(=O)CC(C)(C)C2 | 65
CS(=O)(=O)c1cccc(-c2nnc(NC(=O)C3CC(=O)N(c4ccccc4)C3)o2)c1 (centres undefined) | 61
CCN(CC)CCN(C(=O)c1ccc2c(c1)CCCC2)c1nc2c(F)cc(F)cc2s1 | 82
O=C(Nc1nc2c(s1)CCCC2)c1cc2cc([N+](=O)[O-])ccc2s1 | 61
O=C(CSc1nc2c(sc3ncccc32)c(=O)n1Cc1ccccc1)Nc1cc(F)ccc1F | 114
O=C(CC1CCCC1)N1CCN(c2ccc(-c3cccnc3)nn2)CC1 | 73
O=C(CS(=O)(=O)c1cn(Cc2cccc(F)c2)c2ccccc12)Nc1ccc2c(c1)OCCO2 | 71
Fc1ccc(C2CC(c3ccc(Cl)cc3)=Nc3ccccc3S2)cc1 (centres undefined) | 63
CCNc1nc(NCC)n2c(SCC(=O)NC3=C(C(=O)OCC)C4CCCC4S3)nnc2n1 (centres undefined) | 55
NC(=O)CSc1nc(-c2ccc(O)c(O)c2)cs1 | 62
Cc1cc2c(cc1C)NC(CC(=O)Nc1ccc(C)c([N+](=O)[O-])c1)C(=O)N2 (centres undefined) | 63
COC(=O)C1=C(NC(=O)c2ccccc2I)CCS1 | 55
O=C(/C=C/c1ccccc1)N1CCN(Cc2nc(-c3ccc(F)cc3)cs2)CC1 | 64
Oc1ccc(CN2CCN(c3ccccc3)CC2)c2cccnc12 | 60&61
COC(=O)C1CCN(S(=O)(=O)c2ccc(N3C(=O)CCC3=O)cc2)CC1 | 62
CC(CCC(=O)O)[C@H]1CCC2C3CC[C@@H]4CCCC[C@]4(C)C3CC[C@@]21C (some centres undefined) | 51
COc1ccc(SCCC(=O)Nc2ccc3sc(C)nc3c2)cc1 | 59
O=C(/C=C/c1ccccc1Cl)Nc1ccc([N+](=O)[O-])cc1Br | 64
COC(=O)c1sc(-c2ccc(C(C)(C)C)cc2)cc1NS(=O)(=O)c1ccccc1F | 54
CC(=O)Nc1ccc(OCC(O)CN2CCN(CCN3C(=O)c4cccc5cccc(c45)C3=O)CC2)cc1 (centres undefined) | 58
Cc1cc(=O)[nH]c(-n2nc(C)c(CCC(=O)N3CCN(C)CC3)c2C)n1 | 56
COc1ccccc1N1CCN(S(=O)(=O)c2ccc(F)cc2C)CC1 | 58
CCN1CCN(C(=O)Cn2cc(S(=O)(=O)c3ccc(C)cc3)c3ccccc32)CC1 | 56
CNC(=O)c1ccsc1NC(=O)c1cc(OC)c(OC)c(OC)c1 | 64
Cc1cc(C)cc(NC(=O)CSc2ncc(-c3cccc(Br)c3)o2)c1 | 119
O=C(Nc1ccc2c(c1)N(C(=O)C1CC1)CC2)c1cc2ccccc2oc1=O | 66
COc1cccc(OCC(=O)NCC(c2ccc3c(c2)CCCN3C)N2CCOCC2)c1 (centres undefined) | 55
Cc1ccc2oc(=O)n(S(C)(=O)=O)c2c1 | 59
Cc1ccc(OCC(O)CNCc2ccccc2)cc1C (centres undefined) | 54
Cc1c(O)c(=O)n(-c2ccccc2)n1C | 59
COc1ccc(S(=O)(=O)NCC2CCN(C3CCCC3)CC2)cc1Cl | 82
O=C(NCc1cccs1)C(=O)NCC1(c2cccs2)CCCC1 | 69
CC[C@H](/C=C/C(C)C1CCC2C3CCC4=CC(=O)CC[C@]4(C)C3CC[C@]12C)C(C)C (some centres undefined) | 57
CCOc1ccc(C(=O)Nc2c(N)nc(SC(CC)C(=O)OC)[nH]c2=O)cc1 (centres undefined) | 57

Given with values ahead of the structure: entries from further up.
RMI-FANCM inh,Compound
57,CCOC(=O)c1sc(NC(=O)C2CC2)nc1-c1ccccc1
52,Cc1ccc(C)n1-c1cc([N+](=O)[O-])ccc1N1CCN(S(=O)(=O)c2cn(C)cn2)CC1

Given with values ahead of the structure: part of the list above.
| RMI-FANCM inh | Molecule |
| --- | --- |
| 64 | Cc1[nH]c2ccccc2c1C(C[N+](=O)[O-])c1ccc(Br)cc1 (centres undefined) |
| 56 | N#Cc1cccc2cccc(Sc3ccccc3)c12 |

Among those listed so far, two contain a cyano group.
Compound | RMI-FANCM inh
N#Cc1cccc2cccc(Sc3ccccc3)c12 | 56
CS/C(Nc1ccc(C)c(F)c1)=C(\C#N)c1ccccn1 | 55

(cont.)
Compound | RMI-FANCM inh
c1ccc(C2Sc3ccccc3N=C3c4ccccc4OCC32)cc1 (centres undefined) | 61
NC(=NS(=O)(=O)c1cc(Cl)sc1Cl)c1ccc(Cl)cc1 | 60
CCN1C(=O)/C(=C/c2cc(Br)c(OC)cc2OC)NC1=S | 61
Cc1nn(C)c2sc(C(=O)N(Cc3ccccn3)Cc3ccccn3)cc12 | 56
COc1cc([N+](=O)[O-])cc2sc(N)nc12 | 60
NC(Cc1ccc(F)cc1)C(=O)O (centres undefined) | 56
O=C(O)COc1ccccc1/C=C1/SC(=S)N(NC(=O)c2ccco2)C1=O | 44
CC(C)(C)n1ncc2c(=O)n(CCC(=O)NCc3ccc(F)cc3)cnc21 | 75
Cc1nn2c(N)csc2nc1=O | 19*
O=c1cc(CN2CCOCC2)c2cc3c(cc2o1)CCC3 | 57
Cc1cc(-c2nnc(NC(=O)c3cc(Cl)sc3Cl)o2)nn1C | 70
O=S(=O)(NCCC1=CCCCC1)c1ccc(C2CCCCC2)cc1 | 68
CCCCOc1ccc(-c2cc3c(=O)n(CC(=O)Nc4ccc(OC)c(Cl)c4)ccn3n2)cc1 | 115
O=C1CC(c2ccc(O)cc2)Oc2cc(O)cc(O)c21 (centres undefined) | 63
COC(=O)Nc1ccc(S(=O)(=O)N2CCCC(C(=O)N(C)Cc3ccccc3)C2)cc1 (centres undefined) | 60
CCOc1ccc(C(=O)NCC2CCN(Cc3cccs3)CC2)cc1OCC | 76
O=S(=O)(NCCc1ccc(N2CCCC2)cc1)c1ccccc1 | 71
CSc1ccccc1Nc1ncnc(N)n1 | 55&51
Cc1c(NS(=O)(=O)c2cccc3nonc23)c(=O)n(-c2ccccc2)n1C | 63
O=C(CC(c1ccccc1)c1ccccc1)NCCn1nc(-c2cccnc2)ccc1=O | 68
O=C1CCc2cc(S(=O)(=O)NCc3cccs3)cc3c2N1CCC3 | 54
O=C(CSc1ccc(-c2ccncc2)nn1)NC1CCCC1 | 57
COc1ccc2nc(-c3ccc(C)c(NC(=O)COc4ccc(Cl)cc4)c3)cn2n1 | 72
CCOC(=O)C(C)c1nc2ccccc2[nH]c1=O (centres undefined) | 55
O=P(O)(O)C(Cl)(Cl)P(=O)(O)O | 56
CCS(=O)(=O)Nc1ccc2c(c1)C(=O)NCCO2 | 64
O=C(Nc1nc2c(s1)Cc1ccccc1-2)c1nc2ccccc2s1 | -62*
Cc1cc2ncc(-c3ccnc(=S)[nH]3)c(C)n2n1 | 62
Cc1nnc2ccc(OCCNS(=O)(=O)c3ccccc3C(F)(F)F)nn12 | 65
O=C(Nc1nc(-c2ccc3c(c2)OCO3)cs1)c1ccc2c(c1)CCCC2 | 58
C[C@H](N)[C@H](O)c1cccc(O)c1 | 59
O=C(NCCN1CCN(c2ccccc2)CC1)c1ccc(Br)o1 | 65
Cn1cc(/C=C/C(=O)O)c2ccccc21 | 69
CCOc1ccc(S(=O)(=O)NCC(=O)N2CCOC(c3ccccc3)C2)cc1C (centres undefined) | 77
c1ccc(Oc2ccc(-c3ccn[nH]3)cc2)cc1 | 51
CC(C)c1ccc(NC(=O)CCCn2nc(-c3ccco3)ccc2=O)cc1 | 67
C=CCn1c(=NC(=O)c2ccc(Br)s2)sc2cc(S(N)(=O)=O)ccc21 | 87
C=CCNC(=O)C(=O)NCC(c1ccc2c(c1)CCN2C)N(C)C (centres undefined) | 68
